RAD52 anneal inh – RAD52 DNA annealing inhibitors, primary screen, biochemical, FRET, single point, set 2; DNA repair protein RAD52 homolog (Homo sapiens), P43351; recombinant RAD52 DNA annealing, FRET fluorescence; inhibition, % at 18.7 µM; 360,000 compounds, 0.46% hits;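 active means every replicate showing at least 50% inhibition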
Target sequence (P43351 whole entry, looked up): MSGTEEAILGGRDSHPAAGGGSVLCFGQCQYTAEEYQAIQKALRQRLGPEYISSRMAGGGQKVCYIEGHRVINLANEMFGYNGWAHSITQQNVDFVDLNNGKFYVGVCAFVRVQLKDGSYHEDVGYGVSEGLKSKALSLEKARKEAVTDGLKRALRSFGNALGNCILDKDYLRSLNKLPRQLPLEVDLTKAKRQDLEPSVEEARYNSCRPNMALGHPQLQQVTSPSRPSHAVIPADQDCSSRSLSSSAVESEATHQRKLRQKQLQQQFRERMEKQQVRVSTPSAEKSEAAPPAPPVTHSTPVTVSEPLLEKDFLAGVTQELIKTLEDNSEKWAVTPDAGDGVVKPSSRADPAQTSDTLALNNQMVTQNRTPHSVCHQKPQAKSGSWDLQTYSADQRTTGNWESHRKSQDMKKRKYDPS
RAD54 branch – inhibitors of human RAD54 branch migration, primary screen, biochemical, fluorescence, single point; DNA repair and recombination protein RAD54-like (Homo sapiens), Q92698; RAD54 Holliday junction branch migration, FAM/BHQ fluorescence; inhibition, % at 10.4 µM; 360,000 compounds, 0.14% hits; AID 602329, 2012;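 active means mean normalized replicate activity at least 40 and at least half of replicates scoring 40 or more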;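 further: 0% = median of neutral control wells and 100% = median of positive control wells; inhibitors cause a drop in the FAM fluorescence signal; in these data hits start at about 50%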
Cneo AK release – Cryptococcus neoformans cell lysis inducers, primary screen, AK release luminescence, single concentration; C. neoformans lysis, adenylate kinase release luminescence, 4 h; normalised: neutral wells 0, clomiphene wells 100; lysis activity, % at 15 µM; 360,000 compounds, 0.2% hits;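 active means mean lysis activity across replicates of at least 80%, whatever share of replicates individually reach that level; inactive means mean lysis activity below 80%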
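Signal: Adenylate kinase release luminescence | Assay system: Log-phase Cryptococcus neoformans yeast cells | Input: Cells at 5 × 10^6 per mL | Buffer or medium: Fresh YPD growth medium | Compound: Single dose | Schedule: Static 4 h at 37 °C with compound, 1 h detection | Controls: Clomiphene | Read-out: Luminescence rise reflecting yeast cell lysis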
PGC1a acetyl inh – inhibitors of PGC1a acetylation signal, primary screen, cell-based, U2OS, AlphaScreen, inhibitor mode. AlphaScreen anti-acetyl-lysine; with virally co-expressed GCN5 acetyltransferase. inhibition, % at 15.6 µM. AID 651687, 2012. 350,000 compounds, 0.17% hits;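 active means every replicate shows inhibition of at least 40%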;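 further: 0% = neutral control wells and 100% = positive control wells; some results beyond the cut were filed as inactive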
PglD DTNB – C. jejuni PglD acetyltransferase inhibitors, primary screen, biochemical, DTNB colorimetric, single point. UDP-N-acetylbacillosamine N-acetyltransferase PglD (Campylobacter jejuni). purified PglD enzyme, DTNB colorimetric CoA detection. inhibition, % at 12.5 µM. 360,000 compounds, 0.098% hits; in the data active means inhibition above about 16%, passing the limit was not always enough; further: strong numbers were not always called active
ERAP1 inh – human ERAP1 aminopeptidase inhibitors, primary screen, biochemical, single point, plate reader; AID 652197, 2013; recombinant ERAP1, Leu-AMC fluorescence, 60 min; 340,000 compounds, 0.15% hits; inhibition, % at 10.7 µM; Endoplasmic reticulum aminopeptidase 1 (Homo sapiens), Q9NZ08;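 active means mean replicate inhibition of at least 30%, or all replicates individually reaching that 30% level; inactive means mean below 30% and not every replicate reaching it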;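 further: 0% = neutral control wells and 100% = L-leucinethiol positive control wells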
E-sel inducer – E-selectin induction in HUVECs, primary screen, imaging, HUVEC, immunofluorescence imaging, single point. P16581. normalized: neutral wells 0, TNF-alpha wells 100. activation, % at 7.58 µM. 260,000 compounds, 0.37% hits. AID 686992, 2013;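 active means mean E-selectin-positive cell signal at least 10% of the positive control, reached in at least 60% of replicates, without over 20% cell loss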;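 further: in these data hits start at about 27%; measured in HUVEC primary endothelial cells; signal is the percent of cells scored E-selectin positive by PE staining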
Target sequence (P16581 whole entry, looked up): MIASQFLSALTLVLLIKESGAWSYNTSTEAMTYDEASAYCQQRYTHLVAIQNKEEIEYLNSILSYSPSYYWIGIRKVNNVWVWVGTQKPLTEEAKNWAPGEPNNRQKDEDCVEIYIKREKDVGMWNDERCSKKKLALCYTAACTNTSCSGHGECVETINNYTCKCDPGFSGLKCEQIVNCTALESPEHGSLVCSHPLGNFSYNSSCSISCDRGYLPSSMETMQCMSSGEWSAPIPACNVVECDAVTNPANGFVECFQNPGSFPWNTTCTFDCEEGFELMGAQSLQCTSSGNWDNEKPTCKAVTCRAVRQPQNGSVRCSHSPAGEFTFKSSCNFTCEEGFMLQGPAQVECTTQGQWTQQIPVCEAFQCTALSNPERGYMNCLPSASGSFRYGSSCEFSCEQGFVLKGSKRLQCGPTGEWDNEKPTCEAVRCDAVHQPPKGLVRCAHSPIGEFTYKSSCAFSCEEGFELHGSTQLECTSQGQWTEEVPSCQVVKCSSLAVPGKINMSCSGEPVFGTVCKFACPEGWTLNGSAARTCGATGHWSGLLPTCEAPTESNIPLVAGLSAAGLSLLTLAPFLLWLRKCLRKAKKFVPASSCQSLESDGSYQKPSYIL
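material = human umbilical vein endothelial cells (HUVEC), E-selectin induction | quantity = 3,000 cells/well | medium = EGM-2 growth medium on 0.1% gelatin-coated wells | technique = immunofluorescence imaging | read-out basis = % PE-positive cells | control set = TNF-alpha positive control, DMSO neutral control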
miR-122 sensor – miR-122 Renilla sensor signal increase in Huh7, primary screen, miR-122 inhibitor project, cell-based, single point, plate reader | AID 602342, 2012 | Huh7 miR-122 Renilla luciferase sensor, 48 h; neutral wells = 0, positive control = 100 | 340,000 compounds, 0.3% hits | activation (reporter increase), % at 12.5 µM;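 active means mean replicate activation score at least 90 and every replicate individually at or above 90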;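 further: higher luciferase means less miR-122 activity so hits act as miR-122 inhibitors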
Numbers without * were called inactive; · = not tested or not shown; & = joins results of further samples; [ ] = another dose, or the depositor's remark. Compounds were not picked by outcome; any-hit rate near 1.4%.

SMILES	RAD52 anneal inh	RAD54 branch	Cneo AK release	PGC1a acetyl inh	PglD DTNB	ERAP1 inh	E-sel inducer	miR-122 sensor
CN(C)S(=O)(=O)c1ccc(C(=O)Nc2cccnc2)cc1	·	-9	0	7	-4	·	·	-1
O=C1c2ccccc2C2N1CCCN2C(=O)c1sc2ccccc2c1Cl (stereo not given)	-5	7	-5	-2	2	3	-0.1	·
Cc1ccc(C(=O)NNC(=O)COc2ccc(Cl)cc2C)o1	-14	-6	0	2	2	-3	-0.2	11
NNc1ccc(Cl)nn1	-4	·	·	8	·	2	·	2
CC(C)(CNC(=O)CNC(=O)C1CCCCC1)N1CCOCC1	-7	-5	3	3	0	-2	9.1	3
O=C(CN1C(=O)NC(c2ccccc2)(c2ccccc2)C1=O)NC1CCCC1	-2	-1	1	·	4	1	1.6	·
CSCCC(NC(N)=O)C(=O)Nc1ccc(F)c(Cl)c1 (stereo not given)	-7	·	·	9	·	-1	0.5	·
COc1ccc(-c2oc(NC(=O)CSc3nncn3C)c(C#N)c2-c2ccc(OC)cc2)cc1	·	3	2	1	0	·	·	-2
Cc1ccccc1NS(=O)(=O)c1ccc(Cl)cc1	-15	·	·	13	·	0	·	17
CC(C)(C)NC(=O)CN(C(=O)C(=O)Nc1ccc2c(c1)OCCO2)C1CC1	-4	·	·	-5	·	2	17	0
Cc1ccc(NC(=O)CSc2nnc(-c3ccncc3)n2C)cc1C	·	-10	3	·	6	·	·	-17
COc1ccccc1OCCNC(=O)C1CC(=O)N(Cc2ccc(C)cc2)C1 (stereo not given)	2	2	4	·	-1	-2	·	-10
Cc1ccc2c(c1)CCCN2CC(=O)Nc1cc(S(=O)(=O)N2CCCC2)ccc1Cl	-14	7	-3	-9	2	-3	1.4	75
CC(=O)NCCNC(=O)CCNC(=O)c1ccc(Cl)cc1	5	-3	-1	10	0	4	·	2
C[C@H]1CCCCO[C@@H](CN(C)C(=O)c2ccccc2)[C@@H](C)CN([C@@H](C)CO)C(=O)c2cc(NC(=O)NC3CCCCC3)ccc2O1	12	0	-2	0	-1	-2	1.1	-7[16.7 µM]
CCN(CC)CCCNC(=O)CCC(=O)Nc1ccc2nc(N3CCC(C)CC3)cc(C)c2c1	24	32	0	7	-2	·	0.1	2
COc1ccccc1C1CC(=O)NC(C)=C1C(=O)OCC1CCCO1 (stereo not given)	·	-6	2	13	5	·	·	-4
Cc1ccc(S(=O)(=O)N[C@H]2C=C[C@H](CC(=O)N3CCN(c4ccccc4)CC3)O[C@@H]2CO)cc1	6	3	1	-1	-3	-1	-0.1	·
COc1ccc(C(=O)Nc2ccc3c(c2)OC[C@H](C)NC[C@H](C)[C@H](OC)CN(C)C3=O)cc1	-11	4	6	2	-2	-2	-0.3	26[16.7 µM]
CCCn1nc(C(=O)OCC(=O)Nc2cccc(OC)c2)c2ccccc2c1=O	-10	·	·	16	·	-7	0.6	·
C/C=C(\C)CN1CCCC(N(C)CCc2ccc(OC)c(OC)c2)C1 (stereo not given)	-9	-3	0	10	1	2	0.3	3
CC(C)(C)OC(=O)N1CCC(C(=O)N[C@H](C(=O)O)c2ccccc2)(c2ccccc2)CC1	-11	-2	0	2	-3	-2	·	-2
C[C@@H]1CCCCO[C@@H](CN(C)Cc2ccncc2)[C@@H](C)CN([C@@H](C)CO)C(=O)c2cc(NC(=O)Nc3ccc(F)cc3)ccc2O1	·	2	1	3	-1	·	0.0	-3[16.7 µM]
COc1ccccc1S(=O)(=O)N1CC[C@H]2[C@H](CO)Nc3ccc(Br)cc3[C@H]21	·	0	-8	8	-1	·	-0.1	3[16.7 µM]
O=C1NN(CCO)C(=S)Nc2ccccc21	-9	4	4	·	1	-1	-0.4	·

Some of these compounds in order of the miR-122 sensor value, ascending:
SMILES	miR-122 sensor
CC(C)(C)OC(=O)N1CCC(C(=O)N[C@H](C(=O)O)c2ccccc2)(c2ccccc2)CC1	-2
CCN(CC)CCCNC(=O)CCC(=O)Nc1ccc2nc(N3CCC(C)CC3)cc(C)c2c1	2
CC(C)(CNC(=O)CNC(=O)C1CCCCC1)N1CCOCC1	3

Additional structures:
SMILES	RAD52 anneal inh	RAD54 branch	Cneo AK release	PGC1a acetyl inh	PglD DTNB	ERAP1 inh	E-sel inducer	miR-122 sensor
Cc1ccc2nc(SCC(=O)NC3CCCC3)nc(=O)n2c1	6	-6	1	·	4	-1	·	·
C[C@H]1CN([C@@H](C)CO)C(=O)c2cc(-c3ccccc3)cnc2O[C@@H]1CN(C)C(=O)Nc1ccccc1	5	-4	-1	12	0	-3	-0.3	-5[16.7 µM]
CCOc1ccc(/C(C)=N/NC(=O)c2nnn(-c3nonc3N)c2-c2cccs2)cc1	-5	-1	-1	-8	-3	-4	·	-12
CCN(C[C@H]1N[C@@](Cc2ccccc2)(C(=O)OC)[C@H]2C(=O)N(Cc3ccccc3)C(=O)[C@@H]12)S(=O)(=O)c1ccccc1	7	-7	5	-2	1	-1	0.1	0
CCOc1ccc(C2c3c(oc4ccccc4c3=O)C(=O)N2CCCN2CCOCC2)cc1 (stereo not given)	·	-8	0	-13	-1	·	·	2
CN(C)CCNc1nc2sc3c(c2c(=O)n1Cc1ccccc1)CCCCC3	-12	20	-7	·	-5	0	0.1	·
Cc1ccc(S(=O)(=O)Cc2ccc(C(=O)N3CCN(c4cccc(C)c4C)CC3)o2)cc1	-28	7	1	2	5	1	·	-11
COCCN1C(=O)C(=O)/C(=C(/O)c2ccc(OC(C)C)cc2)C1c1cccnc1 (stereo not given)	·	-1	-2	5	-2	·	·	·
COc1ccccc1-c1ccccc1[C@@H]1[C@@H](C#N)N(C(=O)C2CC2)[C@@H]1CO	-2	·	·	-12	·	1	-0.1	·
C[C@H](CO)N1C[C@H](C)[C@H](CN(C)Cc2ccc(C(=O)O)cc2)OCc2cnnn2CCCC1=O	-4	·	·	8	·	3	-0.1	·
COC(=O)c1sccc1N/N=C/c1cccc(Oc2ccccc2)c1	-19	-2	-12	·	1	3	·	-13
COc1ccc(Cl)cc1S(=O)(=O)N1CCN=C1c1ccccc1	-5	5	-2	1	-1	2	-0.2	75
C[C@@H]1CN([C@@H](C)CO)C(=O)c2cc(-c3ccccc3F)cnc2O[C@@H]1CN(C)Cc1ccccc1F	6	-3	-1	-4	-4	-3	0.2	-1[16.7 µM]
CC1(C)Cc2cccc(OCC(=O)N3CCN(S(=O)(=O)c4ccccc4)CC3)c2O1	·	-9	-1	6	0	·	·	0
CSc1nc2n(n1)C(c1cccc(F)c1)C(C(=O)Nc1ccc(C)cc1C)=C(C)N2 (stereo not given)	·	-6	1	-1	-1	·	·	-7
N#CC1=C(N)NC(SCC(=O)c2ccc(Cl)cc2)=C(C#N)C12CCCC2	-30	·	·	-3	·	-4	·	-1
C=C1CCN([C@@H](Cc2ccccc2)C(=O)NCc2ccc(Cl)c(Cl)c2)S(=O)(=O)c2ccccc21	-17	-1	1	-5	-3	0	0.0	0
CCCN1[C@@H]2Cn3c(ccc(C4=CCCCC4)c3=O)[C@H]1[C@@H](C(=O)NCC)[C@@H]2CO	-13	2	-1	·	3	-1	-0.3	1[16.7 µM]
CCOc1cc2[nH]c(=S)n(Cc3ccc(C(=O)N4CCN(C)CC4)cc3)c(=O)c2cc1OCC	-14	3	0	-8	5	3	·	-3
CCCNc1nc(C)cc(-c2cc(-c3ccc(Cl)cc3)on2)n1	-5	-10	0	0	0	-1	0.7	-6
CC(C)CC#Cc1cnc2c(c1)C(=O)N([C@H](C)CO)C[C@@H](C)[C@@H](CN(C)C(=O)Nc1cc(F)ccc1F)O2	7	-2	-3	-3	1	-3	0.0	-4[16.7 µM]
COc1cc2c(cc1OC)-c1nnnn1C(C)(C)C2	·	-1	-1	2	2	·	·	7
COc1ccc(/C=N/NC(=O)c2ccoc2C)cc1CN1CCN(c2ccc(F)cc2)CC1	-9	6	-1	-5	-3	-1	0.4	8
COc1ccc(S(=O)(=O)Nc2ccc3c(c2)C(=O)N([C@@H](C)CO)C[C@H](C)[C@H](CN(C)S(=O)(=O)c2ccc(F)cc2)O3)cc1	-24&-44	-5&5	59&0	7&3	-1&4	1&-4	0.4	-2[16.7 µM]
COc1cc(OC)c(C(=O)Nc2cc(S(=O)(=O)N3CCOCC3)ccc2N2CCN(C)CC2)cc1OC	17	2	-1	1	0	2	·	-5
Additional structures
SMILES	RAD52 anneal inh	RAD54 branch	Cneo AK release	PGC1a acetyl inh	PglD DTNB	ERAP1 inh	E-sel inducer	miR-122 sensor
COC(=O)COc1cccc2c(=O)n(CC(=O)N3CCCCC3)ccc12	-7	·	·	5	·	-1	2.3	·
Cc1c(NC(=O)/C=C/C(=O)O)cccc1[N+](=O)[O-]	·	5	0	13	10	·	·	1
Cc1ccc(S(=O)(=O)CCSc2n[nH]c(=O)n2-c2ccccc2)cc1	0	7	3	8	5	0	-5.2	9
COc1cccc(NC(=O)c2sc3nc4n(c(=O)c3c2C)CCC4)c1	-12	9	-3	-13	1	0	·	-9
CS(=O)(=O)N(CC(=O)N1CCCCC1)Cc1ccccc1	-11	4	-1	-3	3	-2	·	1
COc1nc(-c2ccccc2Cl)ccc1C#N	·	1	-1	1	-1	·	·	-10
CCOC(=O)COc1nc(C)c(Br)c(OC)n1	-1	1	1	3	5	-2	·	·
Cc1cc2cc(CN(Cc3ccc4c(c3)OCO4)C(=O)c3ccco3)c(=O)[nH]c2cc1C	·	4	-1	-12	2	·	·	42
CCN(CC)CCC(c1cc(OC)c(OC)c(OC)c1)c1c(OC)cc(OC)c2c(-c3ccccc3)cc(=O)oc12 (stereo not given)	46	17	-1	-8	-2	-8	-0.2	18
COc1ccc(NC(=O)Nc2ccc(C(=O)N3CCOCC3)cc2)cc1OC	-3	5	-6	·	5	2	0.9	·
C[C@@H]1CCCCO[C@H](CN(C)C(=O)Nc2cccc3ccccc23)[C@@H](C)CN([C@@H](C)CO)C(=O)c2cc(NC(=O)Nc3ccc(F)cc3)ccc2O1	-8	-3	2	3	-2	-1	0.5	5[16.7 µM]
CC(C)Sc1snnc1-c1ccccc1	-6	·	·	0	·	-1	·	3
Cc1nnc(SCC(=O)NNC(=O)COc2ccc(Cl)cc2)s1	-3	16	3	-5	2	0	11	-1
COc1ccc(CCNC(=O)CSc2cc(=O)[nH]c(N)n2)cc1OC	·	-3	-1	12	0	·	·	2
CC(C)c1nc2oc3c(NCc4ccccn4)ncnc3c2c2c1COC(C)(C)C2	3	-3	1	2	-5	-1	·	1
N#Cc1ccc(C(=O)CN2CCN(c3ccccc3)CC2)cc1	-14	-4	-1	1	4	-4	0.8	-6
C=CCN1CCN(C(=O)c2ccc3c(c2)OCO3)CC1	-1	-16	1	·	-9	-1	1.1	·
C[C@@H]1CN([C@@H](C)CO)C(=O)c2cc(NS(=O)(=O)c3cccs3)ccc2O[C@@H](C)CCCCO[C@H]1CN(C)C(=O)Nc1ccc(F)cc1	-24	-1	-8	-4	-1	4	0.0	6[16.7 µM]

Source: PubChem (Broad Institute)
